KLK7 zymogen act – proKLK7 zymogen activators, primary screen, biochemical, fluorescence intensity | Kallikrein-7 (Homo sapiens), P49862 | purified proKLK7, EDANS-DABCYL substrate fluorescence; 100% is mature enzyme control, 0% vehicle | AID 652039, 2013 | activation, % at 7 µM | 0.9% of 370,000 active;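 active = activation above the mean of all tested compounds plus 3 SD, computed per campaign excluding outliers beyond control limits, cut at about 13% in these data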
PLCg1 inh – PLC-gamma1 enzyme inhibitors, primary screen, biochemical, fluorescence, purified enzyme; fluorogenic substrate; inhibition, % at 12.2 µM; 0.84% of 370,000 active; in the data active = inhibition above about 9.5%
ASAP1 GAP inh – inhibitors of human ASAP1 ArfGAP activity, primary screen, biochemical, fluorescence polarization; 0.19% of 360,000 active; AID 624377, 2012; inhibition, % at 16.5 µM; ASAP1-stimulated ARF1 GTP hydrolysis, GDP FP detection; Arf-GAP with SH3 domain, ANK repeat and PH domain-containing protein 1 (Homo sapiens), …; in the data active = inhibition above about 25%;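 note: 0% = vehicle with enzyme and substrate and 100% = no enzyme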
Tn7 DDE FP – inhibitors of Tn7 peptide binding to fibrin DD(E), primary screen, biochemical, fluorescence polarization, human fibrin, Tn7 probe; FP displacement of FITC-Tn7 peptide from fibrin DD(E); 0% = median of compound wells per plate; 0.13% of 370,000 active; AID 720508, 2013; inhibition, % at 8.3 µM; Fibrinogen beta chain (Homo sapiens), P02675;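 active = inhibition above the mean of compounds falling within the control limits plus 3 SD of them, cut at about 14% in these data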;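 note: 0% = plate median of compound wells and 100% = 10 µM Aha-Tn7 peptide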
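Assay system: Human clot-derived fibrin DD(E) complex | Buffer or medium: Tris/NaCl/CaCl2 buffer, pH 7.8 | Repeats: One replicate per compound | Benchmarks: Aha-Tn7 high control | Measure: % inhibition scaled between sample-field median and high-control FP | Schedule: 10 min plus 3 h, room temperature | Signal: Fluorescence polarization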
PLCb3 inh – human PLC-beta3 inhibitors, primary screen, biochemical, fluorescence | Purified PLC-beta3, fluorogenic substrate | inhibition, % at 12.2 µM | 0.18% of 370,000 active; in the data active = inhibition above about 11%;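 note: 0% = median of compound wells on plate and 100% = full blocker control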
Target sequence (Q01970 whole entry, looked up): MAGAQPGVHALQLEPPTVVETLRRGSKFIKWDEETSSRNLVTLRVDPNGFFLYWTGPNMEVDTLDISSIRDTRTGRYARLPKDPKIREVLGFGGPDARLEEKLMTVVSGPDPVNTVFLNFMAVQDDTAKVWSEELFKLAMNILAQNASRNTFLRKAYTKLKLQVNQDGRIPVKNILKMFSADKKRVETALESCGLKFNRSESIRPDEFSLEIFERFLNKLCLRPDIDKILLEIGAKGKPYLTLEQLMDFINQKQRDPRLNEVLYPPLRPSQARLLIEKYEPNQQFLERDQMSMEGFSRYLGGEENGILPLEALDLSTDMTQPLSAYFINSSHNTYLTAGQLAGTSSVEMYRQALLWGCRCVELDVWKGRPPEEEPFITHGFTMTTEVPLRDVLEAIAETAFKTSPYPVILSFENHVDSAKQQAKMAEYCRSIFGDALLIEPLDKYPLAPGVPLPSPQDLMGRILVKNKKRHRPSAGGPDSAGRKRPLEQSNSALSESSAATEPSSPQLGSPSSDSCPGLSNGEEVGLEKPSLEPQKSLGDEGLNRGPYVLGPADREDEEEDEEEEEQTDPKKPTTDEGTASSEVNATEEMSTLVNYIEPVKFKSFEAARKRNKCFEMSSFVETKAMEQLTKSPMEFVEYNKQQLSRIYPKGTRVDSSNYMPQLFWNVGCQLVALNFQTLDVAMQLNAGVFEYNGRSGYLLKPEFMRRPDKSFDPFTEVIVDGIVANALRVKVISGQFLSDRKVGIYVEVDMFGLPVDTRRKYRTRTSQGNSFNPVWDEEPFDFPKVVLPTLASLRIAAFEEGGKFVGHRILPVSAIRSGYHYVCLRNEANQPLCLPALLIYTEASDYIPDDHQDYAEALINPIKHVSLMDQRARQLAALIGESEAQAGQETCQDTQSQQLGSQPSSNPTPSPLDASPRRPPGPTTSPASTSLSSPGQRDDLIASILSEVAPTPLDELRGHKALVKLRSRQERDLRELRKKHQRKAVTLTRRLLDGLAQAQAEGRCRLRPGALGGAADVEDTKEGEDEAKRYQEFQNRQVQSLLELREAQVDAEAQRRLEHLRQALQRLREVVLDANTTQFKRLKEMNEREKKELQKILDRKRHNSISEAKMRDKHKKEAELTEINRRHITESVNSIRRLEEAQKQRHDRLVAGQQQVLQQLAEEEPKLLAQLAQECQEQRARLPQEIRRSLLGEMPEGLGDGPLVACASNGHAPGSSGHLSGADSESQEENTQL
HGIII-sPLA2 inh – human group III sPLA2 inhibitors, primary screen, biochemical, QFRET, BODIPY PC-A2 liposome substrate; Group 3 secretory phospholipase A2 (Homo sapiens), Q9NZ20; QFRET BODIPY PC-A2 liposome hydrolysis, fluorescence; inhibition, % at 12.2 µM; 0.56% of 370,000 active; AID 743126, 2013;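 active = inhibition above mean plus 3 SD of compounds lying within the high and low control bounds, cut at about 19% in these data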;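 note: 0% = median of test compound wells and 100% = no enzyme DMSO wells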
NR1D1 modulator – modulators of Rev-erb alpha DNA binding, primary screen, biochemical, FITC-DNA, fluorescence polarization, uHTS; Rev-erbα–FITC-DNA binding, 90 min; activity, % at 10 µM; 0.79% of 370,000 active; AID 1259318, 2017;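 active = activity above about 14%, limit read from the data; passing the limit was not always enough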;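 note: 0% = DMSO wells with 35 nM protein and 100% = DMSO wells with 750 nM protein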
ARFGAP1 inh – inhibitors of rat ARFGAP1 GAP activity, primary screen, biochemical, fluorescence polarization, GDP tracer | ADP-ribosylation factor GTPase-activating protein 1 (Rattus norvegicus), Q62848 | Arfgap1-stimulated ARF1 GTP hydrolysis, GDP FP detection | inhibition, % at 16.5 µM | 0.26% of 360,000 active | AID 651572, 2012;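 active = inhibition above a per-plate limit, mean inhibition of low control wells plus 3 SD, cut at about 25% in these data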;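 note: 0% = DMSO wells with enzyme and 100% = wells lacking Arfgap1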
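Material – truncated rat Arfgap1 GAP domain · Buffer or medium – HEPES-based buffer, pH 7.5 · Reagent – human ARF1(Δ1-17)-GTP substrate · Dosing – 16.5 µM single point, 1.26% DMSO · Schedule – GTP hydrolysis reaction 2 h at 25 °C · Technique – GDP detection by fluorescence polarization · Benchmarks – No-Arfgap1 wells (100%) versus DMSO full-reaction wells (0%) · Repeats – single replicate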
Tn6 DDE FP – inhibitors of Tn6 peptide binding to fibrin DD(E), primary screen, biochemical, fluorescence polarization, human fibrin, Tn6 probe; Fibrinogen beta chain (Homo sapiens), P02675; Fibrin DD(E) TRITC-Tn6 fluorescence polarization displacement; inhibition, % at 8.3 µM; 0.21% of 370,000 active; AID 720509, 2013;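 active = inhibition above a per-campaign cutoff: mean of compounds within control limits plus 3 SD, cut at about 15% in these data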;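 note: 0% = median of all compound wells on the plate and 100% = blocking peptide control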
UHRF1 binding – UHRF1 methylated DNA binding inhibitors, primary screen, counter-screen for MBD2 inhibitor project, biochemical, TR-FRET, human UHRF1, single concentration | UHRF1 binding to methylated oligo | 0.75% of 370,000 active | inhibition, % at 4.4 µM; in the data active = inhibition above about 21%;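 note: UHRF1 SRA domain binding a hemimethylated CpG hairpin DNA probe; 0% = median of test compound wells and 100% = reference inhibitor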
* marks the source's active call; other numbers are inactive results; i = inactive. Compounds were not picked by outcome (roughly 4.5% active in at least one column).

SMILES | KLK7 zymogen act | PLCg1 inh | ASAP1 GAP inh | Tn7 DDE FP | PLCb3 inh | HGIII-sPLA2 inh | NR1D1 modulator | ARFGAP1 inh | Tn6 DDE FP | UHRF1 binding
CCCCN(C(=O)C1=NN(c2ccccc2)C(=O)CC1)c1c(N)n(CCC)c(=O)[nH]c1=O | 0.5 | 5 | 16 | -8 | -2 | -1 | -8 | 5 | -3 | 2
COc1ccc(CC(=O)NNC(=O)c2ccccc2)cc1OC | 0.8 | -1 | 2 | 4 | -7 | -2 | -1 | 6 | -5 | -1
CC(C)C(=O)Nc1cccc(C(=O)Nc2cc([N+](=O)[O-])ccc2Cl)c1 | -0.6 | 1 | 15 | -6 | 1 | -4 | -1 | 1 | -5 | 2
C#CCOCCOCCOCCNc1nc(N2CCOCC2)nc(N2CCN(C(=O)[C@H](CO)n3cc([C@@H](N)C(C)C)nn3)CC2)n1 | -0.5 | 0 | -5 | 5 | 2 | 7 | -1 | -7 | 8 | 10
Cc1ccsc1C(=O)N1CCC1(C)C(=O)NCc1cccnc1 (centres undefined) | 0.3 | 5 | -7 | -9 | 5 | 1 | -8 | 5 | 3 | -1
COc1ccc(CCN2CC(C(=O)NCCc3cccc(F)c3)CCC2=O)cc1 (centres undefined) | 0.4 | 0 | -11 | 0 | -2 | 0 | 2 | 9 | -4 | 3
COc1ccc(CNC(=O)c2nnn(CC(=O)Nc3cc(C)cc(C)c3)c2N)cc1 | 0.7 | 0 | 1 | -9 | -5 | -4 | 33* | 1 | 1 | -1
Cc1ccc(OCc2cc(C(=O)N(C)CC3CCOCC3)no2)cc1C | 0.3 | 0 | 0 | -3 | -10 | -5 | 5 | -12 | 2 | 2
Cc1ccc(C)c(N2CCN(CCCNC(=O)Cn3cccc3C(=O)c3ccccc3)CC2)c1 | 0.3 | 4 | 5 | -7 | -1 | -6 | -5 | 11 | -7 | -1
Cc1nnc(NC(=O)CSc2nnc(CCNC(=O)c3ccccc3F)n2C)s1 | 0.4 | 2 | -3 | -5 | 2 | 1 | -1 | 2 | 2 | -3
COc1cccc(CN2CCC2(C)C(=O)Nc2ccc3c(c2)CCN3C(C)=O)c1F (centres undefined) | -0.3 | -11 | -5 | 5 | -1 | 1 | 4 | 5 | 2 | 1
CCc1cccc(C)c1NC(=O)COC(=O)C(NS(=O)(=O)c1ccc(Cl)cc1)C(C)O (centres undefined) | 0.1 | 3 | 2 | -5 | 7 | -6 | 4 | 10 | -3 | -1
CCN(CC)C(=O)CCCOc1ccc(Cl)cc1Cl | -0.2 | 4 | -6 | -1 | 6 | -3 | -4 | 2 | 3 | -4
O=C(Cc1ccccc1)Nc1ccc(C(=O)Nc2ccc(O)cc2)cc1 | 4.5 | 1 | 10 | -6 | -6 | -10 | -2 | 19 | -12 | 1
O=C(CN1CCCCC1CO)c1ccc(OC(F)F)cc1 (centres undefined) | -0.3 | -4 | 14 | -3 | -4 | 1 | 5 | 4 | 1 | -2
O=C(O)c1ccc2c(c1)SC1=NS(=O)(=O)CCN12 | 0.0 | 3 | -2 | -10 | -3 | -1 | -6 | 8 | -4 | -1
COc1cccc(CNC(=O)CCn2c(=O)c3cccn3c3cccnc32)c1 | -0.4 | 3 | 11 | 0 | -9 | 4 | -5 | 0 | -5 | 7
CCn1c(SCC(=O)Nc2oc(-c3ccccc3)c(-c3ccccc3)c2C#N)nnc1-c1ccncc1 | 0.7 | -3 | 7 | -3 | -2 | -3 | -6 | -2 | -8 | 2
Cc1ccc(C2C=C(c3ccccc3OC(F)F)Nc3ncnn32)cc1 (centres undefined) | 18* | i | -6 | -6 | i | -2 | -6 | -8 | -2 | -1
O=C(CN1CCN(c2ccc(F)cc2)CC1)Nc1ccc(-n2cnnn2)cc1 | -0.2 | 2 | 6 | -2 | -12 | -1 | -2 | 1 | -1 | -2
O=C(NCc1cccnc1)NC(C(F)(F)F)C(F)(F)F | -0.2 | 1 | -2 | 5 | 6 | 8 | 8 | 2 | 1 | 2
COC(=O)c1ccc(CSC(=N)N)o1 | 0.1 | 1 | -3 | 4 | 0 | -7 | -3 | -10 | 4 | -2
O=C(C1CCC(CNS(=O)(=O)c2cccc3nsnc23)CC1)N1CCN(c2ccccn2)CC1 (centres undefined) | 0.3 | 1 | 9 | -5 | 5 | -6 | -1 | -8 | 4 | -2
CCOC(=O)C1=C(C)N=c2s/c(=C3/C(=O)Nc4ccccc43)c(=O)n2C1c1ccc(C)cc1 (centres undefined) | 0.0 | 1 | 1 | 8 | 1 | 10 | 0 | 1 | 5 | -6
COc1ccc(CCC(=O)O)c(O)c1 | 0.1 | 1 | 4 | 4 | 2 | 3 | 4 | 0 | 1 | 20
O=C(CC[C@H]1O[C@@H](n2ccc(=O)[nH]c2=O)[C@H](O)[C@@H]1O)N[C@@H](Cc1ccccc1)C(=O)NCC1CCCCC1 | -0.2 | 3 | 0 | -10 | -4 | -1 | 3 | -4 | 3 | -2
CCOC(=O)c1oc2nc(CC(C)C)c3c(c2c1N)CCC3 | -48 | i | -15 | 5 | i | -8 | -1 | 5 | -6 | 4
CCCn1cc(NC(=O)C2CC(c3cccc(Br)c3)=NO2)cn1 (centres undefined) | 0.2 | 2 | -7 | -1 | 2 | -9 | 0 | 9 | 4 | 2
CN(C)CCOc1cccc(Cl)c1 | 0.4 | 1 | -12 | 0 | 4 | -2 | 1 | -12 | 6 | -4
Cc1ccc(C23CC4CC(CC(CC(=O)N5CCOCC5)(C4)C2)C3)cc1 | -0.5 | 3 | 11 | -1 | 1 | 0 | -4 | -8 | -6 | 0
COc1cccc(CC2(CO)CCCN(Cc3cnn(-c4ccccc4)c3)C2)c1 (centres undefined) | 0.4 | 0 | 5 | -2 | 0 | -13 | 3 | 5 | -8 | -2
COc1cc(C2NC(=O)NC(C)=C2C(=O)OCc2ccc(C)cc2)cc(OC)c1OC (centres undefined) | 0.2 | 0 | -15 | 3 | -5 | -6 | -2 | 3 | 1 | 0
CCC(C)c1ccc2oc(-c3ccc(NC(=O)c4ncn[nH]4)cc3)nc2c1 (centres undefined) | -0.5 | -1 | -14 | -1 | -2 | -13 | 11 | -5 | -4 | 2
C(=C\c1ccccc1)/CN1CCN(C(c2ccnc3ccccc23)c2nnnn2-c2ccc3c(c2)OCCO3)CC1 (centres undefined) | 0.4 | -5 | 12 | 4 | -4 | -3 | -2 | 6 | -3 | -4
O=C(CCCC(=O)OCC(Cl)=C(Cl)Cl)Nc1ccccc1F | -0.3 | -2 | -3 | -2 | -2 | 18 | 1 | 2 | -4 | 4
c1ccc(CCNc2c3c(nc4ncnn24)CCC3)cc1 | -0.3 | -3 | 1 | -1 | 1 | 4 | -1 | 0 | -6 | -2
O=C(COc1ccccc1O)NCCN1CCOCC1 | -0.3 | 6 | -2 | -1 | -9 | 20* | -3 | 17 | -1 | 5
C=CCn1c(COc2cccc(C)c2)nnc1SCC(=O)NC(=O)NCc1ccco1 | -0.6 | 0 | -6 | 0 | -1 | -14 | 0 | 9 | -10 | 3
O=C(Nc1cccnc1)c1cc2cc(Br)ccc2oc1=O | -0.1 | -1 | -3 | 3 | -4 | 0 | -24 | 3 | 7 | 0
O=C1NC2=C(C(=O)CCC2)C(c2cccc([N+](=O)[O-])c2)N1 (centres undefined) | -0.9 | 4 | -3 | -12 | -8 | 13 | 0 | -3 | -6 | 7
CCc1c(C)[nH]c(=S)c(C#N)c1C | 0.2 | 2 | 6 | 9 | 3 | 4 | 3 | -16 | -6 | -1
Cc1csc(NC(CO)c2nc3ccccc3n2CCOCCO)n1 (centres undefined) | -1.0 | -1 | 3 | -4 | -1 | 3 | 0 | 1 | 5 | -3
CC(C)n1c(O)c(N=NC(=O)C2COc3ccccc3O2)c2ccccc21 (centres undefined) | 0.3 | 5 | -2 | -1 | -3 | 8 | -3 | -7 | -4 | 3
COc1ccccc1Nc1nc(N)nc(CSc2nccn2C)n1 | -0.3 | 3 | -2 | 4 | 3 | 4 | -1 | -5 | -3 | 2
COc1ccc(-c2cc(NC(=O)Cc3c[nH]c4ccccc34)ccc2Nc2cccnc2)c(OC)c1 | -0.6 | 0 | 5 | -4 | -5 | -62 | 9 | 9 | -6 | -3
COc1ccc(C)cc1NC(=O)C(C)N1CCOCC1 (centres undefined) | -0.1 | 0 | -15 | -5 | -4 | -5 | -2 | -2 | 5 | 0
O=C(Nc1ccccc1Cl)c1cc(C2CCCCN2S(=O)(=O)c2ccccc2)on1 (centres undefined) | -0.3 | 0 | -6 | -1 | 5 | -9 | 1 | 6 | -10 | 1
Nc1nc(NC(=O)c2ccco2)nn1-c1ccccc1 | 0.3 | 2 | 4 | 8 | 0 | 5 | -1 | -3 | 0 | 1
CC(=O)N1CCN(c2ccc([N+](=O)[O-])c(-n3nc(C)cc3C)c2)CC1 | -0.4 | 2 | -12 | -6 | 2 | 2 | 3 | -5 | 4 | -4

Reformatted in markdown: part of the list above.
| molecule | KLK7 zymogen act | PLCg1 inh | ASAP1 GAP inh | Tn7 DDE FP | PLCb3 inh | HGIII-sPLA2 inh | NR1D1 modulator | ARFGAP1 inh | Tn6 DDE FP | UHRF1 binding |
| --- | --- | --- | --- | --- | --- | --- | --- | --- | --- | --- |
| CCCn1cc(NC(=O)C2CC(c3cccc(Br)c3)=NO2)cn1 (centres undefined) | 0.2 | 2 | -7 | -1 | 2 | -9 | 0 | 9 | 4 | 2 |
| CN(C)CCOc1cccc(Cl)c1 | 0.4 | 1 | -12 | 0 | 4 | -2 | 1 | -12 | 6 | -4 |

Gathered by group: those above with a cyano group
SMILES | KLK7 zymogen act | PLCg1 inh | ASAP1 GAP inh | Tn7 DDE FP | PLCb3 inh | HGIII-sPLA2 inh | NR1D1 modulator | ARFGAP1 inh | Tn6 DDE FP | UHRF1 binding
CCn1c(SCC(=O)Nc2oc(-c3ccccc3)c(-c3ccccc3)c2C#N)nnc1-c1ccncc1 | 0.7 | -3 | 7 | -3 | -2 | -3 | -6 | -2 | -8 | 2
CCc1c(C)[nH]c(=S)c(C#N)c1C | 0.2 | 2 | 6 | 9 | 3 | 4 | 3 | -16 | -6 | -1

Screening results from PubChem.
